Source: PubChem BioAssay
GFP derepression = derepresses silenced GFP locus in mouse C127i cells. mouse C127i GFP locus derepression, cytometry, 30 h. Potency, µM (doses to about 46.1 µM), for inactives: at the highest dose GFP derepression (activation). 68,000 tested, 0.09% active; further: % of control where 0% means no effect
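Derepression screen: silenced CMV-GFP reporter in murine C127i cells, 30 h compound incubation at 37 C, washed cells imaged by laser-scanning cytometer to enumerate GFP-expressing objects of 20 to 120 um.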
USP2a inh = USP2a (human) protease inhibition; USP2a enzymatic assay, qHTS inhibition; 60,000 tested, 0.1% active; AID 927; Potency, µM (doses to about 38.3 µM), inactives show top-dose activity change, negative = inhibition, actives largely listed as inhibitors;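 further: potency means the concentration at half of the fitted maximal effect; nearly all actives have a fitted effect of over 60% in size; plate controls were DMSO for no effect and NEM full inhibition control for full effect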
Target sequence (O75604 whole entry, looked up): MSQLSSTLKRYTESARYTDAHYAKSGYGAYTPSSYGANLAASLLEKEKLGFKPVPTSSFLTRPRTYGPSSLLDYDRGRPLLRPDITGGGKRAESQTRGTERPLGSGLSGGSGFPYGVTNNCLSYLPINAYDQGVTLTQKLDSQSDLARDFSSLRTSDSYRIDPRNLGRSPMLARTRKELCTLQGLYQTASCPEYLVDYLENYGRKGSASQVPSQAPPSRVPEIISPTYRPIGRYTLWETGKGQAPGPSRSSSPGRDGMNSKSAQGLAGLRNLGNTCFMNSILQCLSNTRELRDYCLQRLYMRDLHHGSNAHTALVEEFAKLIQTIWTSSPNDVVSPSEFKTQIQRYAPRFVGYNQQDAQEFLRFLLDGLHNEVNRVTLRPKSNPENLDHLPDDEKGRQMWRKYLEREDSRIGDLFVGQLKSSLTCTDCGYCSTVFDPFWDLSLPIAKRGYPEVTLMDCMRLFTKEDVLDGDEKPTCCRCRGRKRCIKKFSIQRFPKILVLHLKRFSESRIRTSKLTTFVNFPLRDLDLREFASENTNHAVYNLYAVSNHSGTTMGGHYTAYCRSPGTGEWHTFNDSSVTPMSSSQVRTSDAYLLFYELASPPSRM
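USP2 core (20 nM final) was preincubated with compound for 30 min at RT in 20 mM Tris-HCl pH 8.0, 2 mM CaCl2, 2 mM beta-mercaptoethanol; Ub-PLA2 (20 nM) plus NBD C6-HPC (20 uM) then added, fluorescence read after 2.5 h.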
Fluorescein autfl = fluorescein region autofluorescence. 59,000 tested, 0.91% active. Compound autofluorescence, 480/540 nm, fluorescein-equivalent; stronger effect = higher value. max fluorescein-equivalent concentration, M; in the data active means max fluorescein-equivalent concentration above about 10 nM; inconclusive means between about 1.1 nM and that limit
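Normalized response (dye-equivalent concentration) derives from comparing each well's 540 nm emission, under 480 nm excitation, with plate-resident fluorescein standards. Compounds were held in 100 mM Tris, pH 8.0, for 15 min at room temperature.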
BRCT inh green = inhibitors of human BRCA1 BRCT-phosphoprotein interaction (green fluorophore); Potency, µM (titrated, usually from 76.9 µM), inactives show top-dose activity change, negative = inhibition, actives largely listed as inhibitors; P38398; 75,000 tested, 0.05% active; BRCA1 BRCT-phosphopeptide binding, green fluorescence polarization;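 further: potency means the concentration at half of the fitted maximal effect; plate controls were peptide without protein for full effect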
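Fluorescence polarization: His-tagged BRCT (~35 kDa BRCA1 C-terminus, 250 nM) bound to 100 nM fluorescein-labeled phosphorylated 10-aa BACH1 peptide, pH 7.3 phosphate buffer with DTT and Tween 20. Compounds incubated 12 min at room temperature; inhibition read as lowered polarization.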
4-MU autofl = compound fluoresces in the 4-MU spectral region. AID 589. compound autofluorescence, 340/450 nm, 4-MU equivalents; stronger effect = higher value. max dye-equivalent concentration, M. 59,000 tested, 11% active; in the data active means max dye-equivalent concentration above about 10 nM; inconclusive means mostly about 1.1 nM to 9.6 nM
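Intrinsic fluorescence at 340/450 nm (ex/em) was read after 15 min at room temperature in pH 8.0, 100 mM Tris. Each compound concentration expressed as 4-MU-equivalent concentration from a six-point 4-MU standard series on each plate.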
UbGFP stabilizer = inhibits proteasome, raising ubiquitin-GFP reporter fluorescence; Potency, µM (highest dose often 45.9 µM), without a hit: at the highest dose activation (GFP accumulation), usual class: activators; AID 526; Ubiquitin-GFP reporter cells, proteasome inhibition, GFP fluorescence; response scale: untreated = 0%, 10 µM MG-132 = 100%; 67,000 tested, under 10 active; active means well fitted activation curve with a large enough effect, not every such curve was filed as active; inconclusive means small, poorly fitted or top-dose-only effect, or another doubt; inactive means no such curve, though single readings can be large or run the other way; further: potency means the concentration at half of the fitted maximal effect
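U2OS cells expressing ubiquitin(G76V)-GFP, seeded overnight in 0.5% FBS medium, then treated 4 hr at 37 C across 46 uM to 2.9 nM. GFP-positive cells counted by laser cytometry (488 ex/515 em); %activity scaled between basal and 10 uM MG-132.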
A350 autofl = A350 region autofluorescence. Compound autofluorescence, 340/450 nm, Alexa 350 dye-equivalents; stronger effect = higher value. 59,000 tested, 11% active. AID 590. max dye-equivalent concentration, M; in the data active means max dye-equivalent concentration above about 10 nM; inconclusive means mostly about 1.1 nM to 9.6 nM
Casp7 inh = caspase-7 (human) inhibition, allosteric or competitive; recombinant caspase-7, Ac-DEVD-AFC fluorescence rate; Potency, µM (top dose mostly 57.5 µM), inactives show at the top dose activity change, negative = inhibition, actives largely listed as inhibitors; 75,000 tested, 0.02% active; active means well fitted inhibition curve with a large enough effect in the main read-out, with a control signal flat, not every such curve was filed as active; inconclusive means small, poorly fitted or top-dose-only effect, or a change in a side signal; further: potency means the concentration at half of the fitted maximal effect; % of control where 0% means no effect
BRCT PPI red = disrupts BRCA1 BRCT binding to phosphoprotein, red fluorophore readout | P38398 | BRCT-phosphopeptide binding, red fluorescence polarization | Potency, µM (titrated, usually from 76.9 µM), for the others: top-dose activity change, negative = inhibition, most hits filed as inhibitors | 75,000 tested, 0.03% active | AID 892; further: on the % scale 0 is the no-effect control and ±100 the full control effect
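Fluorescence polarization: 100 nM His-tagged BRCA1 BRCT with 100 nM TAMRA-labelled phospho-BACH1 decapeptide, phosphate buffer pH 7.3 with 150 mM NaCl, DTT, 0.01% Tween 20; 12 min RT. Binding inhibition seen as FP decrease.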
Caspase-1 inhib = blocks human caspase-1 allosterically or competitively; P29466; Caspase-1 enzyme, Ac-WEHD-AFC fluorogenic rate; Potency, µM (doses to about 57.5 µM), inactives show at the highest dose activity change, negative = inhibition, most hits filed as inhibitors; 75,000 tested, 0.03% active;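 further: potency means the concentration at half of the fitted maximal effect; plate controls were vehicle for no effect and no substrate for full effect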
Target sequence (P29466 120-297 limits assumed): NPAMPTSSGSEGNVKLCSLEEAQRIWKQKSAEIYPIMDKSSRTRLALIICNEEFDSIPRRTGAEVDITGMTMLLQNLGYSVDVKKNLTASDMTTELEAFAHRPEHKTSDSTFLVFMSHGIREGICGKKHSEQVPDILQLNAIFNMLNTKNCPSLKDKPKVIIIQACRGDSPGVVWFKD
Target sequence (P29466 317-404 limits assumed): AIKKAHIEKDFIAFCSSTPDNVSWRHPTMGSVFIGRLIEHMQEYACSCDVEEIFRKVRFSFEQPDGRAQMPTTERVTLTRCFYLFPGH
HEK293 cAMP ctrl = counter-screen for TSHR agonists: cAMP increase in parental HEK293; parental HEK293 CNG cAMP sensor, membrane potential fluorescence; Potency, µM (doses to about 57.1 µM), for inactives: at the top dose activation, actives largely listed as activators; 73,000 tested, 2.5% active; AID 938; further: potency means the concentration at half of the fitted maximal effect; % of control where 0% means no effect; nearly all actives have a fitted effect of over 55% in size
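Parental HEK 293 cells stably expressing a cAMP-gated CNG channel were loaded with membrane potential dye containing 100 uM RO 20-1724 for 60 min. Compound added for 30 min; depolarization read as fluorescence intensity at 590 nm.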
Numbers without * were called inactive; i = inactive; ? = inconclusive; nt = no result given; [ ] = another dose, or the depositor's remark. Unless noted, the call rests on the fitted dose curve; in most records, active means well fitted curve in the direction sought with a large enough effect; inconclusive means small, poorly fitted or top-dose-only effect, or another doubt; inactive means no such curve, though single readings can be large; an effect the other way counts as inactive or inconclusive. Not all compounds are listed. The share of hits here may be higher or lower than overall.

SMILES	GFP derepression	USP2a inh	Fluorescein autfl	BRCT inh green	4-MU autofl	UbGFP stabilizer	A350 autofl	Casp7 inh	BRCT PPI red	Caspase-1 inhib	HEK293 cAMP ctrl
COc1ccc(-c2cc(C(F)(F)F)n3ncc(C(=O)O)c3n2)cc1OC	-1%	-1%	i	0.2%	?	2%	?	-14%	-1.8%	-18%	-8%
O=C(CCC1CCCC1)N1CCN(C(=O)C2CC2)CC1	0%	3%	i	0.2%	i	-2%	i	-2%	0.2%	1%	4%
O=S(=O)(NCCc1ccccc1F)c1cccc(S(=O)(=O)N2CCOCC2)c1	0%	nt	i	-2.3%	i	-1%	i	1%	-1.1%	-1%	2%
CCOC(=O)c1cnc(-c2ccccc2)nc1N	-6%	9%	?	-3.2%	i	0%	i	2%	0.0%	2%	0%
CCOC(=O)N1CCN(C(=O)CN(C)S(=O)(=O)c2ccc(OC)c(OC)c2)CC1	2%	0%	i	-0.9%	i	-4%	i	-1%	0.6%	-1%	?
O=S(=O)(c1cccs1)N1CCN(c2ccccn2)CC1	-1%	3%	i	-1.5%	i	-5%	i	4%	-0.2%	-1%	10%
O=C(Nc1nnc(-c2ccccc2)o1)NC1CCCCC1	-2%	-13%	?	0.6%	i	2%	?	2%[0.00368 µM]	-1.5%	-1%	6%
CCOC(=O)C1CCN(c2c(NCCCN(C)C3CCCCC3)c(=O)c2=O)CC1	0%	nt	nt	0.0%	nt	2%	nt	-4%	0.5%	0%	7%
CC1CCCN(S(=O)(=O)c2coc(C(N)=O)c2)C1 (stereo not drawn)	1%	nt	nt	-2.1%	nt	3%	nt	-1%	0.9%	0%	1%
O=C(C1CSC2(c3ccc(F)cc3)CCC(=O)N12)N1CCCCCC1 (stereo not drawn)	0%	8%	i	-0.6%	i	-4%	i	-1%	-1.4%	3%	24%
Clc1ccccc1-c1nc(NCCN2CCOCC2)c2ccccc2n1	6%[9.22 µM]	38%[activator]	i	-0.3%	i	-2%	i	0%	-0.7%	1%	19%
COc1ccccc1-c1cc(C(=O)NCc2cccs2)no1	0%	-11%	i	0.7%	i	-8%	i	-2%	0.4%	0%	3%
CCn1c(=O)c2ccccc2n2c(SCC(=O)N3CCCc4ccccc43)nnc12	-3%	19%	i	-2.1%	i	-3%	i	1%	-1.0%	1%	3%
CCOC(=O)NCc1ccc(Cl)c(Cl)c1	4%	2%	i	1.5%	i	3%	i	-1%	0.3%	-4%	?
CN(CC(=O)N1CCCCCC1)S(=O)(=O)c1ccc(Br)s1	-2%	-15%	?	-1.3%	i	4%	i	0%	-0.9%	-1%	?
COc1ccc(-c2cn3c(C)c(C(=O)NCCN4CCOCC4)sc3n2)cc1	0%	20%	i	-2.6%	i	-4%	i	1%	0.9%	-2%	0%
CCc1nnc(SCC(=O)N2CCCc3ccccc32)nc1CC	-1%	7%	i	-0.3%	i	-1%	i	2%	-0.1%	-1%	23%
COc1ccccc1CCn1c(=O)c(-c2cccc(F)c2)nc2cncnc21	0%[9.22 µM]	70%[activator]	?	-0.9%	i	7%	i	-15%	-1.0%	-14%	?
COc1ccc(C(=O)N2CCC(C(=O)Nc3cccc(C)c3)CC2)cc1OC	-2%	13%	nt	-2.4%	nt	-6%	nt	-2%	0.8%	-4%	4%
CC1(C)Cc2c(c(-c3ccco3)[nH]c(=O)c2C#N)CO1	0%	-4%	i	-0.8%	8.1e-08M*	0%	6.8e-08M*	-11%	0.9%	-13%	5%

Records listed above printed as active in A350 autofl:
smiles	GFP derepression	USP2a inh	BRCT inh green	4-MU autofl	A350 autofl	Casp7 inh	BRCT PPI red	Caspase-1 inhib
CC1(C)Cc2c(c(-c3ccco3)[nH]c(=O)c2C#N)CO1	0%	-4%	-0.8%	8.1e-08M*	6.8e-08M*	-11%	0.9%	-13%

Three of the entries above in order of the Caspase-1 inhib value, highest first.
canonical_smiles | Caspase-1 inhib
COc1ccccc1-c1cc(C(=O)NCc2cccs2)no1 | 0%
COc1ccc(C(=O)N2CCC(C(=O)Nc3cccc(C)c3)CC2)cc1OC | -4%
CC1(C)Cc2c(c(-c3ccco3)[nH]c(=O)c2C#N)CO1 | -13%

Additional structures follow.
SMILES	GFP derepression	USP2a inh	Fluorescein autfl	BRCT inh green	4-MU autofl	UbGFP stabilizer	A350 autofl	Casp7 inh	BRCT PPI red	Caspase-1 inhib	HEK293 cAMP ctrl
CCn1c(=O)cc(OCC(=O)NCc2ccco2)c2ccccc21	2%	26%	i	1.4%	i	-3%	i	-7%	-4.6%	-3%	1%
O=C(Nc1ccc(N2CCOCC2)cc1)c1cc2ccccc2o1	nt	nt	nt	-2.5%	nt	nt	nt	-5%	0.6%	-7%	0%
CCc1nnc(NC(=O)CSc2nnc(C3CCCCC3)n2-c2ccccc2)s1	0%	29%	i	0.0%	i	5%	i	1%	-1.4%	-1%	24%
CCN1CCN(CCCNc2ncnc3nc[nH]c23)CC1	nt	nt	nt	-2.9%	nt	-5%	nt	1%	0.7%	-3%	-5%
O=C(Nc1ccc(F)cc1)N(CCCN1CCOCC1)Cc1cc2cc3c(cc2[nH]c1=O)OCO3	1%	15%	i	2.2%	2.7e-07M*	-1%	2.1e-07M*	-2%	0.5%	-2%	16%
CCN(CCCNC(=O)C1CCN(S(=O)(=O)CC)CC1)c1ccccc1	-3%	11%	i	-0.8%	i	3%	i	-1%	0.9%	-1%	10%
CC(=O)N(C)C1(c2nnnn2CCOC(=O)Nc2ccc(Cl)cc2)CCCCC1	0%	18%	i	-1.0%	i	-2%	i	1%	-0.1%	-3%	5%
CC1=CCC(C(C)(C)NC(=O)c2ccccc2)C/C1=N\O (stereo not drawn)	0%	5%[7.66 µM]	nt	-1.3%	nt	-15%[9.17 µM]	nt	0%	-1.1%	-2%	28%[11.4 µM]
CCOc1ccc(C(=O)COC(C)=O)cc1	2%	12%	nt	-3.5%	nt	-6%	nt	-2%	-0.6%	-3%	3%
COC(=O)c1ccc(CSc2nc(C)nc3c2c(=O)n(C)c(=O)n3C)o1	nt	nt	nt	3.2%	nt	2%	nt	2%	-0.3%	-1%	25µM*
COC(=O)Cc1cc(=O)n2[nH]c(C)nc2n1	0%	34%[activator]	i	-2.7%	i	6%	i	1%	-1.5%	-2%	-1%
COc1ccc(N(C(=O)c2ccco2)S(=O)(=O)c2cccs2)cc1	-3%	3%	i	0.9%	i	13%	i	0%	-0.7%	-1%	?
CN1CCN(C(=O)c2ccc3c(c2)NC(=O)C(N2CCOCC2)S3)CC1 (stereo not drawn)	2%	1%	i	0.4%	i	-2%	i	-1%	1.6%	-1%	2%
CC(NC(=O)c1ccccc1NS(C)(=O)=O)c1ccccc1 (stereo not drawn)	6%	-4%	?	0.2%	1.9e-08M*	3%	2.1e-08M*	-1%	-0.6%	0%	6%
CCOC(=O)C1=C(N)OC2=C(C(=O)CC(C)(C)C2)C1c1ccccc1OCC#N (stereo not drawn)	0%	6%	i	1.3%	i	-4%	?	2%[0.00368 µM]	-2.2%	-1%	?
O=c1nc2scc(-c3ccccc3)n2c2ccccc12	4%	-8%	i	0.6%	1.2e-08M*	3%	1.3e-08M*	-1%	2.1%	-3%	21%
O=C1c2ccccc2C(Nc2ccc(S(=O)(=O)N3CCCCC3)cc2)N1c1ccccn1 (stereo not drawn)	nt	nt	nt	-0.6%	nt	-2%	nt	-2%	1.7%	-4%	19%
CC(C)CNC(=O)COc1ccc2c3c(c(=O)oc2c1)CCC3	1%	12%	i	-1.2%	?	0%	?	0%	0.3%	1%	6%
COc1cc(CN2CCC(C(=O)N3CCN(c4ccccc4F)CC3)CC2)ccc1O	1%	1%	?	-1.3%	i	10%	i	-3%	0.6%	3%	19%
CCn1c(CSc2nc3ccccc3[nH]2)n[nH]c1=S	6%	-1%	i	-2.1%	i	1%	i	0%	-3.0%	0%	-1%
COC(=O)[C@@]1(Cc2ccc(F)cc2)[C@H]2c3cc(C(=O)N4CCCC4)n(CCN4CNCC4=O)c3C[C@H]2CN1C(=O)c1ccccc1	nt	nt	nt	0.2%	nt	nt	nt	-4%	0.7%	1%	20%
